# aSyn UTR inh – MLPCN primary screen, SNCA 5' untranslated region. alpha-synuclein 5'UTR reporter, inhibitor activity. actives 0.82% (n = 300,000). inhibition, % (tested at 7.5 µM). AID 1813, 2009; in the data active means inhibition above about 60%;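 further: H4 neuroglioblastoma cells stably carrying SNCA 5'UTR luciferase fusion; 0% = DMSO wells and 100% = positive control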
# HSF1 inh – HSF1 inhibitors in luciferase reporter cells, primary screen, cell-based, NIH3T3, luminescence; NIH3T3-HGL HSE-luciferase, MG132-induced, luminescence 8 h; active compounds read low; activity change, negative = inhibition, % at 7.5 µM (by protocol); actives 0.77% (n = 300,000); AID 2098, 2009;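 active means more than half of replicate wells show activity change below -50%, luminescence cut by over half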;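 further: luciferase reports HSF-1 transcriptional activity via heat shock element; 0% = median of DMSO wells and -100% = zero luminescence signal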
# HIF act – HIF pathway transcriptional activators, primary screen, cell-based, U2OS HRE-luciferase, luminescence; U2OS HRE-luciferase reporter; normalized: DMSO 0%, desferrioxamine 100%; actives 0.32% (n = 300,000); activation, % at 7.5 µM (by protocol); AID 1910, 2009;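 active means mean activation of at least 10% of the iron chelator positive control signal, with at least half of replicates also reaching 10%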
# IEC-6 tox – cytotoxicity in IEC-6 intestinal epithelial cells, primary screen, cytotoxicity control for KLF5 inhibitor project, cell-based, luminescence | IEC-6 cytotoxicity, luminescence viability | inhibition, % at 5 µM | actives 0.78% (n = 290,000) | AID 1825, 2009; in the data active means inhibition above about 22%;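 further: 0% = plate median of test compound wells and 100% = cytotoxic reference compound wells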
# HDAC3 inh – HDAC3 deacetylase inhibitors, primary screen, biochemical, fluorescence, cell-free homogeneous. Histone deacetylase 3 (Homo sapiens), O15379. recombinant HDAC3, fluorogenic peptide/trypsin coupled. inhibition, % at 8.3 µM. actives 0.15% (n = 320,000); in the data active means inhibition above about 26%, passing the limit was not always enough
# Target sequence (O15379 whole entry, looked up): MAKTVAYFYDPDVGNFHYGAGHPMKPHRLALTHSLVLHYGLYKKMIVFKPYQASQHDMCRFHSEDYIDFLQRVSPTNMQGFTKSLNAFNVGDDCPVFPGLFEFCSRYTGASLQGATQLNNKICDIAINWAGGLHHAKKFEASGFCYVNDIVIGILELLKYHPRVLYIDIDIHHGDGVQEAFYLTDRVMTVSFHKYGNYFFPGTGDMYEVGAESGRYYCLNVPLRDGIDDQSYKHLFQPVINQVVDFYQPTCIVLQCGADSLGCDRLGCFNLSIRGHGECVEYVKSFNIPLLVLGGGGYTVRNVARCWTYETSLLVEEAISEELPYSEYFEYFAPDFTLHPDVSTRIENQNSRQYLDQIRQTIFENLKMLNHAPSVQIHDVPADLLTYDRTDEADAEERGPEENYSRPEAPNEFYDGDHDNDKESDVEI
# HSF-1 act – HSF-1 activators, primary screen, NIH3T3-HGL cells, MG132 stress, luminescence, single point; NIH3T3-HGL HSF-1 luciferase reporter, 8 h; 100% = twice DMSO control signal; actives 1.7% (n = 300,000); activation, % at 9 µM;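 active means mean replicate activation of at least 50% with a set share of replicates each reaching 50%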;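 further: 0% = median of the neutral control wells and 100% = twice that signal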
# KLF5 inh – KLF5 expression inhibitors, primary screen, DLD-1 cells, luminescence. DLD-1 KLF5 promoter-luciferase reporter. inhibition, % at 5 µM. actives 0.23% (n = 290,000). AID 1700, 2009;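 active means inhibition above a per-plate limit of that plate's mean compound inhibition plus 3 SD, cut at about 60% in these data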;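 further: 0% = DMSO wells and 100% = LY294002 at 200 µM; higher means less KLF5 promoter-driven luciferase light; inactives centre near -14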
# HSP90 inh – HSP90 inhibitors, primary screen, cell lysate, luminescence. Heat shock protein HSP 90 (rabbit reticulocyte lysate; luciferase refolding). actives 0.91% (n = 290,000). Rabbit reticulocyte lysate, luciferase refolding luminescence, 3 h. inhibition, % at 5.6 µM;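 active means inhibition above the screen-wide mean plus 3 SD, computed separately per campaign, cut at about 16% in these data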;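 further: 0% = DMSO wells and 100% = 60 µM geldanamycin wells; inhibitors lower the luminescence because luciferase stays unfolded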
# Platelet DG rel – inhibitors of platelet dense granule secretion, primary screen, cell-based, MLPCN, human platelets. human platelet-rich plasma, SFLLRN dense granule ATP release, luminescence. inhibition, %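 (compounds screened at 7.5 µM in platelet-rich plasma)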. actives 0.22% (n = 300,000);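 active means mean replicate score, as percent of positive control, at or above 50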
# AI-2 QS mod – Vibrio harveyi AI-2 quorum sensing modulators, primary screen, JMH597 strain, luminescence/OD600 ratio; Vibrio harveyi JMH597 AI-2 luminescence/OD600 ratio, 9 h; active compounds read low; strain lacks LuxN and CqsS sensors; 0 = neutral-control median; actives 0.4% (n = 300,000); AID 2094, 2009; activity change, % at 7.5 µM; in the data active means activity change below about -75%, passing the limit was not always enough;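 further: luminescence divided by OD600 gain over 9 h not by final OD600 alone; inactives centre near 13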
# The depositor's hits bear a star; . = not tested or not shown.
no.	smiles	HDAC3 inh	KLF5 inh	AI-2 QS mod	HSP90 inh	HIF act	HSF-1 act	HSF1 inh	IEC-6 tox	aSyn UTR inh	Platelet DG rel
1	CCCn1c(SCC(=O)C(C)(C)C)nc2ccccc21	-11	-20	14	-2	-0.3	12	3	-9	-3	-7
2	CCOc1ccc(CCNC(=O)CSc2nc3ncc(Cl)cc3[nH]2)cc1OCC	6	-25	18	-2	-0.3	23	4	-6	20	-22
3	CCc1nnc(NS(=O)(=O)c2ccc(NCc3cc(Br)ccc3O)cc2)s1	4	-22	17	-3	-9.8	-7	-4	-8	0	-5
4	COc1ccccc1C(=O)NCc1nnc(SC(C)C(=O)Nc2nccs2)n1C (stereo unspecified)	3	-24	.	-2	-39	7	-8	-8	10	-14
5	Cc1c(NC2=CC(=O)CC(C)(C)C2)c(=O)n(-c2ccccc2)n1C	1	-16	13	-1	0.1	4	-7	-9	12	15
6	Cc1cccc(NC(=S)Nc2ccc3cn[nH]c3c2)c1	6	-16	20	0	0.6	-5	0	4	-34	2
7	O=C(CCSCCc1ccccn1)Nc1ccc(Br)cn1	2	-25	-13	1	0.2	3	-5	2	-14	2
8	CCCCOC(=O)Nc1nc2ccc([N+](=O)[O-])cc2s1	5	-23	10	-2	0.2	15	7	-6	-27	2
9	O=C(c1cc2ccccn2n1)N1CCN(c2cccc(C(F)(F)F)c2)CC1	5	-35	21	-2	-0.9	2	-2	-1	1	-6
10	COc1cc(/C=N/NC(=O)Nc2ccccc2)ccc1OC(C)=O	12	-29	12	-6	-9.7	-6	1	2	-188	38
11	CCCN(CC(=O)Nc1ccccc1OC)C(=O)c1ccc(S(=O)(=O)Nc2ccccc2)cc1	1	.	22	.	-48	1	7	.	12	-3
12	Cc1cc(Cl)ccc1C(=O)C1CCCN(C(=O)c2n[nH]c3c2CCCC3)C1 (stereo unspecified)	0	-32	5	2	0.2	-29	-11	-1	19	2
13	Cc1nn(CC(=O)N2CCc3ccccc3C2)c(C)c1Cl	-8	-27	14	-3	-0.2	-30	-5	2	5	2
14	CC(C)(C)C(=O)Cn1ncc(NC2CC2)c(Br)c1=O	4	-19	10	-2	-0.4	-2	2	-5	-23	-1
15	CC(C)C(=O)Nc1cccc(-c2cn3ccsc3n2)c1	-1	-31	41	-1	-0.7	17	2	3	-30	2
16	Cc1cccc(C)c1NC(=O)CSc1nc(N2CCOCC2)nc(N2CCOCC2)n1	.	-11	-1	2	-0.5	-11	-2	4	1	-5
17	COc1ccc(C2/C=C\CN(C(=O)NC(C)C)CC(=O)N2Cc2ccc(F)cc2)cc1 (stereo unspecified)	-1	.	10	.	-1.7	.	1	.	8	0
18	CCOC(=O)N1CCN(CC(O)COC(CC)c2ccccc2)CC1 (stereo unspecified)	1	-1	12	-1	-0.5	-4	0	-6	16	-4
19	CCOC(=O)C1(Cc2cccc(OC)c2)CCCN(CCO)C1 (stereo unspecified)	4	-3	28	-6	-52	6	-6	-3	29	-24
20	O=C(NC1CCN(Cc2ccccc2)CC1)c1ccccc1F	0	-30	9	4	0.2	28	8	-3	-1	-2
21	COCCN(CCOC)c1ncc(Cl)c(C(=O)c2c(C)cc3ccccn23)n1	-1	12	7	0	0.0	2	-1	-3	22	10
22	NC1=NC(=O)/C(=C\c2cccs2)S1	6	-34	35	-2	-0.3	7	1	-6	12	-4
23	Cc1ccc(C(=O)CCS(=O)(=O)c2ccc(Cl)cc2)cc1	-6	-9	1	0	0.0	3	-4	-1	6	-9
24	O=C(Cc1ccccc1)NC(c1ccco1)c1c(O)ccc2ccccc12 (stereo unspecified)	-4	-24	6	-3	-0.1	28	1	1	1	-8
25	CC(C)c1ccc(-c2nnc(N)s2)cc1	.	-118	21	-2	1.3	39	9	5	-102	-2
26	CC(C)(C)NC(=O)CCc1nnc(Cc2c[nH]c3ccccc23)o1	6	-11	9	0	0.2	-15	1	-3	3	3
27	CCOC(=O)c1cccc(P(C)(C)=O)c1	-4	4	19	-1	-39	1	4	-4	-29	-8
28	CCOc1ccc(N=Nc2ccc(O)c3ncccc23)cc1	5	65*	29	3	3.1	89*	54	14	18	-3
29	COc1cc(/C=C2\OC(=O)c3c(OC)cccc32)ccc1O	1	-92	26	4	2.0	16	16	6	-172	13
30	O=C(O)C1CC=C(Cl)CC1C(=O)NC1CCCCC1 (stereo unspecified)	-7	-21	13	1	0.3	-10	-2	-7	2	-8

# Single records, as listed above. Screens in order: HDAC3 inh | KLF5 inh | AI-2 QS mod | HSP90 inh | HIF act | HSF-1 act | HSF1 inh | IEC-6 tox | aSyn UTR inh | Platelet DG rel
# Shown for COCCN(CCOC)c1ncc(Cl)c(C(=O)c2c(C)cc3ccccn23)n1 = -1 | 12 | 7 | 0 | 0.0 | 2 | -1 | -3 | 22 | 10
# Shown for CC(C)(C)NC(=O)CCc1nnc(Cc2c[nH]c3ccccc23)o1 = 6 | -11 | 9 | 0 | 0.2 | -15 | 1 | -3 | 3 | 3
# Shown for O=C(Cc1ccccc1)NC(c1ccco1)c1c(O)ccc2ccccc12 (stereo unspecified) = -4 | -24 | 6 | -3 | -0.1 | 28 | 1 | 1 | 1 | -8
# Shown for CC(C)c1ccc(-c2nnc(N)s2)cc1 = . | -118 | 21 | -2 | 1.3 | 39 | 9 | 5 | -102 | -2

# (cont.)
no.	smiles	HDAC3 inh	KLF5 inh	AI-2 QS mod	HSP90 inh	HIF act	HSF-1 act	HSF1 inh	IEC-6 tox	aSyn UTR inh	Platelet DG rel
31	CCN(CC(=O)Nc1c(F)cccc1F)C(=O)CCNC(=O)c1ccc([N+](=O)[O-])cc1	-4	.	16	.	-0.5	-2	-4	.	11	25
32	CCCNc1c(NS(=O)(=O)c2c(F)c(F)c(F)c(F)c2F)c(=O)oc2ccccc12	11	0	13	-1	0.3	3	1	0	-17	-10
33	COc1ccc(C(=O)OCC(=O)Nc2cc(C)on2)c(OC)c1OC	-3	-8	22	0	-0.2	-1	0	-1	4	1
34	COc1ccc(CCNC(=S)NC(=O)c2c(-c3ccccc3Cl)noc2C)cc1OC	1	-9	26	5	-0.7	23	9	4	35	-4
35	CCOc1ccccc1-n1c(SCC(N)=O)nnc1-c1ccccc1	1	-32	2	-2	-0.9	-29	-15	0	-5	-9
36	COc1cc(Cl)c(C)cc1NC(=O)CNC(C)c1ccccc1OC (stereo unspecified)	4	-4	-2	3	-0.6	15	0	-1	16	-1
37	COc1ccccc1C(=O)Nc1ccc(-c2nnc(SCC(=O)O)n2C)cc1	-8	7	14	-2	0.2	14	1	-2	9	0
38	O=C(CNC(=O)c1ccccc1)NCCc1ccc(O)c(O)c1	4	-6	1	0	-1.3	4	-3	3	11	0
39	COC(=O)Nc1nnc(/C=C/c2ccc(OC)cc2)s1	0	-27	21	-2	1.2	40	10	0	-109	15
40	CSCCC(NC(=O)c1cc(C)oc1C)C(=O)O (stereo unspecified)	9	-11	17	-2	-0.1	1	-2	0	-8	-1
41	CC(C)/C=C1\CCCCC1N(C)C(=O)NC(C)C (stereo unspecified)	-10	-1	4	3	-0.1	5	8	2	-14	-12
42	O=C(NCc1cccnc1)C1CC(c2ccc(F)cc2)=NO1 (stereo unspecified)	2	-22	15	0	0.2	5	-3	0	11	0
43	NC(=O)c1c(NC(=O)C2CCCO2)sc2c1CCC2 (stereo unspecified)	0	-64	5	-1	0.6	-9	-3	1	-61	1
44	COc1c(OC)c(O)c2c(=O)c(O)c(-c3ccccc3)oc2c1OC	8	-20	24	-2	0.1	-10	-1	1	0	-1
45	O=C(NCCS(=O)(=O)c1ccc(Br)cc1)c1ccc(F)cc1	-2	-33	16	-3	-0.1	2	-3	0	-2	-13
46	CC1=CC(C)(C)n2c(O)c(N=NC(N)=S)c3c(C)ccc1c32	-2	-8	21	2	0.7	1	2	0	24	3
47	O=C(CSc1nc2c(c(=O)[nH]1)CCC2)Nc1ccccc1Cl	-6	-14	0	1	0.3	26	11	8	13	-9
48	CCSCc1nnc(SCC(=O)Nc2cccc(C(C)=O)c2)n1C	-10	-45	23	3	-0.7	-9	-5	0	6	2
49	CCOC(=O)c1ccc(NC(=O)NCc2ccncc2)cc1	-4	-26	49	-2	0.9	-1	-1	-1	10	2
50	COc1ccc(OCc2cc(C(=O)NC3CCOC(C)(C)C3)no2)c2ccccc12 (stereo unspecified)	-4	-32	31	13	5.1	93*	49	42*	-183	-15
51	Cc1nn(C)cc1/C=N/NC(=O)CSc1ccccn1	-10	0	23	7	-0.1	0	-8	8	-4	-1
52	COC(=O)Cc1cc(=O)[nH]c(/N=C(\N)Nc2cccc(C)c2)n1	-1	3	24	-2	-0.2	-10	-6	-7	-7	-29
53	O=C(/C=C/c1ccco1)N(Cc1ccccc1F)C1CCS(=O)(=O)C1 (stereo unspecified)	.	4	7	4	-0.2	-11	-6	-6	0	7
54	O=C(O)CNC(=O)CCn1nnc2ccccc2c1=O	2	-25	17	-1	0.4	-19	-3	3	-5	-3
55	CCCn1c(N)c(Sc2ccc(C)cc2)c(=O)n(CCC)c1=O	-1	2	-3	0	-0.1	73*	56	-5	-79	3
56	Cc1cc(NC(=O)COC(=O)C2CC(=O)N(c3ccccc3Cl)C2)no1 (stereo unspecified)	-7	-16	33	-2	0.6	-5	-5	-6	-26	-1
57	Cc1nn2c(COc3ccc(NC(=O)C(C)C)cc3)nnc2c2ccccc12	1	-21	13	2	0.2	-1	8	1	-1	16
58	CCOC(=O)N1CCN(C(=O)Cn2nc(-c3ccc(Cl)cc3)ccc2=O)CC1	-8	-28	11	1	0.1	17	10	-2	20	9
59	CCc1cc2c(=O)n(-c3ccccc3)c(SCC(=O)O)nc2s1	2	-6	.	-2	-6.5	-3	-8	2	10	-5
60	COc1ccc(C(=O)NCC(=O)NCCc2c[nH]c3ccccc23)cc1OC	0	8	14	4	-0.3	27	-1	-3	16	1
61	O=C(NC1CCCCC1)C(c1ccncc1)N(C(=O)c1csnn1)c1cccc(F)c1 (stereo unspecified)	3	-4	3	0	-0.1	17	0	5	-18	7
62	O=C1CSC(=Nc2ccc(Cl)cc2)N1Cc1ccco1	-4	2	7	1	-0.5	11	7	-8	1	7
63	Clc1ccc(CN2CCN(c3ccccc3)CC2)cn1	-2	-46	-14	-2	0.0	-4	-6	-7	21	12
64	Cc1ccc(CN2CCN(Cc3cnc(C)[nH]3)CC2CCO)cc1 (stereo unspecified)	-7	9	5	3	-0.3	28	3	-4	-4	-4
65	CCOc1cc(NC(=O)c2ccco2)c(OCC)cc1NC(=O)COc1ccccc1	4	-1	3	0	0.1	6	-3	1	25	-3
66	CC(C)C(OC(=O)c1ccco1)C(=O)NC1CCCCC1 (stereo unspecified)	11	-21	31	4	0.7	7	-4	-7	5	0
67	COc1ccc(Nc2nc(-c3sc(NC(C)=O)nc3C)cs2)cc1	-7	8	22	0	0.0	-2	-14	5	-12	-13
68	Cc1nc(N(C)C)c2sc(=S)n(Cc3ccccc3)c2n1	2	2	2	1	-0.7	20	7	0	19	4
69	Clc1ccccc1N1CCN(c2ncnc3nc[nH]c23)CC1	0	2	28	58*	-0.3	8	-3	0	43	5

# Screening data as filed in PubChem.
